RTF Ca sens act – cardiac RTF calcium sensitization | P19429+P45379 | IANBD-labeled TnC RTF fluorescence at EC20 calcium; 0% EC20 calcium, 100% full calcium | activation, % at 7.2 µM | 0.24% of 340,000 active | AID 493008;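 active = activation above the mean over all tested compounds plus 3 SD, cut at about 30% in these data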;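 note: rise in fluorescence read as greater calcium sensitivity of cardiac thin filaments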
Wnt act – Wnt/beta-catenin pathway activation. Wnt/beta-catenin reporter cell assay, activator, plate reader. activation, % at 9.35 µM. 1.2% of 300,000 active. AID 743398; in the data active = activation above about 30%, passing the limit was not always enough; inconclusive = no clear call, values can overlap the other calls;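 note: 0% = neutral control wells and 100% = positive control wells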
dFosB act – enhances mouse delta FosB homodimer DNA binding. P13346. purified delta FosB, TAMRA-CDK5 oligo fluorescence polarization; percent of positive-control signal above neutral wells. activation, % at 25 µM. 0.99% of 340,000 active. AID 493131;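 active = mean activation above about 17%, with every replicate also reaching it, limit read from the data, passing the limit was not always enough; inconclusive = only one of the two conditions met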;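 note: fluorescence polarization rise as delta FosB binds a TAMRA Cdk5 AP-1 oligo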
Target sequence (P13346 whole entry, looked up): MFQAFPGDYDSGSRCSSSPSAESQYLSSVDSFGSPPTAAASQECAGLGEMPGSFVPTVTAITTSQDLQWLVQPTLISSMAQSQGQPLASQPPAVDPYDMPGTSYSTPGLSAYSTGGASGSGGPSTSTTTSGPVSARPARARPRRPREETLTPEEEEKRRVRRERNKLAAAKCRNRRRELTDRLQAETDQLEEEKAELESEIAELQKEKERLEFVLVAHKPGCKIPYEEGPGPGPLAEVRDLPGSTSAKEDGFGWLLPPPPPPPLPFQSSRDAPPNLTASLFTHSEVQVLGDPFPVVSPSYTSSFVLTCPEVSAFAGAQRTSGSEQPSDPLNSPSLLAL
Rtt109 HAT inh – blocks Candida albicans Rtt109/Vps75 acetyltransferase activity. AID 540336. purified Rtt109/Vps75, ThioGlo CoA-SH fluorescence, 4 h. 0.16% of 330,000 active. Q5AAJ8. inhibition, % at 34.9 µM;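 active = inhibition of at least 50% in every replicate; inconclusive = best replicate reaches 50% inhibition but some replicates fall short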
Target sequence (Q5AAJ8 whole entry, looked up): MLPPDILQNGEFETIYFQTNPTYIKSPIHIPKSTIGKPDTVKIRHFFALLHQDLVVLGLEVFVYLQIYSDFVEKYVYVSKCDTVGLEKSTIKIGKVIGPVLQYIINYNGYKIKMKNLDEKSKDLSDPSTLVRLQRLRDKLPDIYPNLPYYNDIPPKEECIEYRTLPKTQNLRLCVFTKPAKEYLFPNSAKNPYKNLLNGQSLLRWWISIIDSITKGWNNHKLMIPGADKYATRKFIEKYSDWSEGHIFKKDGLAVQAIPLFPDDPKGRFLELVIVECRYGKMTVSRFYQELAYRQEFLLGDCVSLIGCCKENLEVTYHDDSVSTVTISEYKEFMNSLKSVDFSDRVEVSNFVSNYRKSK
CDK5 inh – CDK5/p35 (human) kinase inhibition. Q00535+Q15078. Recombinant CDK5/p35, ADP-Glo luminescence, 60 min. inhibition, % at 10 µM. 0.01% of 330,000 active. AID 488839;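 active = highest replicate inhibition of at least 50% and at least 75% of replicates reaching 50%; inconclusive = only one of the two criteria met; inactive = both criteria failed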;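 note: plate controls were DMSO neutral control for no effect and GW8510 at 10 µM for full effect; many of its hits are not listed in these tables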
SR-BI uptake up – activators of SR-BI mediated HDL lipid uptake. CHO ldlA[mSR-BI] cells, DiI-HDL uptake fluorescence, 3 h; 100 = double the neutral-control signal. activation, % at 12.5 µM. 0.096% of 320,000 active;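 active = mean replicate activation of at least 60% and every replicate at or above 60%; inconclusive = mean or all-replicate condition met, but not both; inactive = mean below 60% and not all replicates reaching 60%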;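 note: 0% = median plate neutral-control signal and 100% = twice that signal; values of inactives mirror those of a sister screen read the other way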
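System: LDL receptor-deficient CHO ldlA cells overexpressing murine SR-BI | Timing: 3 h uptake period with compound, 37 °C | Medium: HEPES-buffered (25 mM, pH 7.4) F12 plus 0.5% BSA | Dosing: Single-point compound dose | Signal: Bottom-read fluorescence, 550/595 nm | Read-out: Retained DiI signal reflecting DiI-HDL uptake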
SR-BI DiI inh – inhibitors of mouse SR-BI mediated HDL lipid uptake. AID 488896. ldlA[mSR-BI] CHO cells, DiI-HDL uptake fluorescence, 3 h. inhibition, % at 12.5 µM. Q61009. 0.96% of 320,000 active;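 active = mean replicate inhibition of at least 70% and a set share of replicates each scoring 70 or more; inconclusive = meets just one of the two criteria; inactive = fails both criteria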;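 note: 0% = median of neutral control wells and 100% = median of positive control wells; values of inactives mirror those of a sister screen read the other way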
HTR5A ag – activates human HTR5A in OPRM1-OPRD1 agonist counter-screen. HTR5A agonist assay, luminescence, cell-based. activation, % at 9.3 µM. 0.61% of 340,000 active. AID 504692; in the data active = activation mostly above about 9.5%, no sharp cut-off; inactive = mostly below about 7.6%;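 note: 0% = cells with vehicle only and 100% = reference agonist; strong numbers were not always called active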
Target sequence (P47898 whole entry, looked up): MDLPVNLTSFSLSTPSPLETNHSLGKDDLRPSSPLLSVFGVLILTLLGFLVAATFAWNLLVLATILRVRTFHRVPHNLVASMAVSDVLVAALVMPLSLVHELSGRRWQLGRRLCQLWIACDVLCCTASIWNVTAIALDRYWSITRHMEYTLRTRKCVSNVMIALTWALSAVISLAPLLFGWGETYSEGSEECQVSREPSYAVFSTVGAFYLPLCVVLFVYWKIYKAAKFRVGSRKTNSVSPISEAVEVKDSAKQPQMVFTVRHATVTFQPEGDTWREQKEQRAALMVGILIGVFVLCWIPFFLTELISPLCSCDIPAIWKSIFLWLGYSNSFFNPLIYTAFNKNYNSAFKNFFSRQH
PvdQ acylase – P. aeruginosa PvdQ acylase inhibition; inhibition, % at 10 µM; purified PvdQ acylase, fluorescence plate reader; 0.063% of 340,000 active; in the data active = inhibition above about 30%, passing the limit was not always enough; inconclusive = no clear call, values can overlap the other calls;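 note: 0% = vehicle neutral wells and 100% = reference inhibitor wells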
MITF TRPM1 HTS – increases MITF-driven TRPM1 promoter luciferase signal. 0.75% of 300,000 active. SK-MEL-5 TRPM1-promoter luciferase, 24 h; % of positive control, neutral wells = 0. AID 588334. activation, % at 12.5 µM;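 active = mean activation of at least 80% with every replicate also reaching 80%; inconclusive = mean reaches 80% but some replicate falls short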;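 note: 0% = neutral control wells and 100% = parthenolide positive control wells; values of inactives mirror those of a sister screen read the other way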
* marks the source's active call; other numbers are inactive results; u = inconclusive; x = no result given.

molecule,RTF Ca sens act,Wnt act,dFosB act,Rtt109 HAT inh,CDK5 inh,SR-BI uptake up,SR-BI DiI inh,HTR5A ag,PvdQ acylase,MITF TRPM1 HTS
CCOC(=O)c1cc2sc(C)cc2n1CC(=O)Nc1cccc(C)c1C,0,x,11,x,1.8,-18,18,-6,4,-7
COc1cccc(Nc2c(F)c(F)c(F)c(F)c2C(=O)O)c1,-1,x,-2,-6,-1.0,10,-10,-5,-13,-1
Cc1occc1C(=O)NC(C)C(C)(C)C (configuration not stated),1,x,-3,7,0.6,35,-35,-4,5,-8
CCOc1cccc2sc(N(CCCN(C)C)C(=O)c3ccc(S(=O)(=O)N(C)c4ccccc4)cc3)nc12,-4,-2,-6,19,1.3,9,-9,2,-10,-31
NC(=O)c1ccc(Oc2cccc3cccnc23)c([N+](=O)[O-])c1,-2,-2,-11,-5,2.1,4,-4,-1,-8,-4
O=C(COc1ccc(Br)cc1)NCCNC(=O)c1cccnc1,-1,1,5,2,-7.6,8,-8,-1,-10,2
Cc1c(C(=O)c2ccc(Cl)cc2Cl)cnc2cc3c(cc12)OCO3,-4,3,-9,-2,0.0,-15,15,2,1,x
O=C(O)C1C2C=CC(C3CC23)C1C(=O)NCCc1ccccc1 (configuration not stated),7,x,5,2,0.5,8,-8,10,-10,4
N#Cc1cnn2c(-c3ccc(Cl)cc3Cl)ccnc12,x,-1,-6,-17,-3.9,4,-4,x,-14,-14
COc1cccc(-c2c[nH]c(=O)[nH]c2=O)c1,1,-1,-1,-1,-3.5,10,-10,3,-12,-6
CCn1ncc([N+](=O)[O-])c1C(=O)Nc1cc(C)on1,2,1,0,-5,0.4,-5,5,-1,3,-7
CN(CC(=O)Nc1cccc(F)c1)C(=O)c1cc([N+](=O)[O-])ccc1N1CCOCC1,3,0,-8,9,0.2,-11,11,-1,-4,6
O=C(OCc1nnc(-c2ccccc2)o1)c1ccc(Br)o1,13,-3,6,1,1.7,2,-2,8,2,12
CCn1cc(CN2CCC(n3nccc3NC(=O)C3CCCC3)CC2)c(C)n1,-2,-1,-5,8,-2.2,13,-13,-2,-4,-1
O=C(CCN1CCCCC1=O)NC1CCCN(Cc2ccc(Cl)cc2)C1 (configuration not stated),4,0,2,0,1.9,3,-3,4,-13,-9
Cc1cc(C)cc(NC(=S)NCC2CCCO2)c1 (configuration not stated),1,x,3,-9,-2.0,-3,3,1,2,-8
CCCCC1CCC(C(=O)N(CCOC)c2c(N)n(CCCC)c(=O)[nH]c2=O)CC1 (configuration not stated),-22,-4,-5,0,-0.2,22,-22,-1,-12,-8
Cc1cc(C)nc(Nc2nc3ccccc3[nH]2)n1,5,0,1,-7,0.4,20,-20,-1,-11,40
C=CCSc1nc2c(c(=O)[nH]c(=O)n2C)n1CC,-2,-1,5,-4,-0.7,5,-5,0,4,x
O=C(N/N=C/c1ccncc1)c1ccc(NC(=O)c2cccc(Cl)c2)cc1,-2,-2,39*,-18,0.5,-45,45,-3,-10,2
CC1Cc2ccccc2N1C(=O)c1cc2sccc2n1Cc1ccc(F)cc1 (configuration not stated),-4,x,-8,-3,-0.2,8,-8,-6,-2,-10
Nc1c(C(=O)NCc2ccc3c(c2)OCO3)nnn1-c1ccc(OC(F)(F)F)cc1,-2,-2,-7,-4,-1.3,14,-14,1,-15,x
CCOc1ccc(C(=O)COC(=O)C2COc3ccccc3O2)cc1 (configuration not stated),-3,-1,1,5,-1.6,11,-11,9,-9,1
COc1ccc(NC(=O)COc2nsnc2N2CCCCC2)cc1,6,x,-10,7,-0.1,-21,21,4,10,5
Cc1ccc(SCc2[nH]nc3c2C2(C(=O)N(C)c4ccccc42)C(C#N)=C(N)O3)cc1 (configuration not stated),7,x,-15,-6,-0.6,9,-9,0,-9,-14
CCOC(=O)c1c(-c2ccc(OC)cc2)oc2ccc(O)cc12,-1,-3,-7,1,2.8,x,x,1,-20,4
O=C(Cn1cnc2c(cnn2-c2ccccc2)c1=O)NC1CCCC1,-5,6,-8,2,-0.6,12,-12,5,-5,2
NS(=O)(=O)c1ccc(CCNC(=O)C2CCN(S(=O)(=O)c3ccc(Br)s3)CC2)cc1,6,-2,-6,-12,-1.5,5,-5,1,6,-1
COc1ccc(C(=O)NCCSc2ccccn2)cc1,2,x,-2,8,0.1,23,-23,-2,3,20
O=c1c2ccccc2nc(CSc2nnnn2-c2ccccc2)n1-c1ccccc1Cl,1,x,0,-7,-1.0,6,-6,-5,-4,-11
C/C(=N\NC(=O)CCn1nnc2ccccc21)c1cccs1,-1,12,-4,13,0.4,2,-2,5,10,x
COc1cc(NC(=O)CCN2CCN(CCO)CC2)cc(OC)c1,3,0,-2,0,1.5,29,-29,1,-14,x
O=[N+]([O-])c1cc(C(F)(F)F)cc([N+](=O)[O-])c1NCCCNc1ccc([N+](=O)[O-])c2cccnc12,-26,x,0,-6,-0.9,-26,26,4,5,-1
NS(=O)(=O)c1ccc(NC(=O)COC(=O)C2CC(=O)N(Cc3ccccc3)C2)cc1 (configuration not stated),-2,0,-6,2,-1.6,21,-20,2,-6,-1
O=C(Cn1c(=O)c2sccc2n(Cc2cccc([N+](=O)[O-])c2)c1=O)NCCc1ccccc1,-5,-5,11,3,0.6,-39,39,6,-2,2
CCc1ccc(NS(=O)(=O)c2cc3[nH]c(=O)c(=O)[nH]c3cc2C)cc1,0,-1,-8,1,0.6,10,-10,-1,-13,-9
CCOc1ccc2c(c1)nc(NCCCO)n2Cc1ccccc1,4,2,-4,5,0.0,1,-1,-3,-13,8
O=C(Nc1nnc(C2CC2)s1)C1CCCO1 (configuration not stated),-2,-1,0,8,0.0,13,-13,-2,-8,33
O=C(CSc1nnc(-c2cnccn2)n1Cc1ccco1)c1ccc2ccccc2c1,-1,x,-9,4,3.4,-15,15,2,-1,-15
COc1ccc2[nH]cc(S(=O)(=O)c3ccc(C(C)C)cc3)c(=O)c2c1,1,0,-4,2,4.0,10,-10,2,-10,-8
COc1ccc(Cl)cc1NC(=O)CN(C)CC(=O)N1CC(=O)Nc2ccccc21,2,-2,-3,-1,1.6,-26,26,-3,-29,-11
CC1CCc2c(sc(Nc3nc4c(F)cccc4s3)c2C(N)=O)C1 (configuration not stated),8,x,-11,1,3.7,-80,80*,-1,-6,-3
O=S(=O)(c1cccs1)N1CN(Cc2ccc(F)cc2)c2nc3ccccc3nc21,6,x,-5,8,-1.3,-12,12,1,-14,-2
O=C(OCC(=O)N1CCN(C(=O)c2ccco2)CC1)c1cccc(S(=O)(=O)N2CCc3ccccc32)c1,0,-2,-5,2,-0.5,-31,31,2,2,-50
O=C(NCCCOC(=O)c1ccccc1)c1ccccc1,-2,-6,-7,-3,-0.4,54,-54,-2,-10,10
COC(=O)c1ccc(CNC(=O)c2ccc(S(=O)(=O)N3CCCCCC3)cc2)cc1,7,-3,u,-1,1.5,-49,49,4,-14,3
CC1(C)CC(NC(=O)C2CCN(S(=O)(=O)c3ccc(F)cc3)CC2)CC(C)(C)N1,-5,-2,-5,-7,0.4,-4,4,8,-8,7
CC(=O)c1ccc(NC(=O)CCNC(=O)c2ccc(Cl)cc2)cc1,-5,4,-8,0,1.0,0,0,1,4,16
CCCc1nnc(NC(=O)c2oc3ccccc3c2COCC)s1,-11,0,-16,3,0.9,-2,2,6,-16,-13
Cc1ccc(NCc2nnc(SCC(=O)NCCc3ccccc3)n2C)cc1,6,-1,-9,6,-2.2,23,-23,4,-6,-6
CN1CCN(C(=O)C2C3C=CC(C3)C2C(=O)O)CC1 (configuration not stated),7,x,-5,18,-0.6,-5,5,-1,-9,0
CN(Cc1cccc(C(F)(F)F)c1)C(=O)C1CCC(=O)N(CC2CCCCC2)C1 (configuration not stated),0,1,-7,5,x,10,-10,-1,-4,1
CCOC(=O)c1sc(NC(=O)CCCn2nc([N+](=O)[O-])c(Cl)c2C)c(C(=O)OCC)c1C,-6,-5,2,-2,1.9,-51,51,4,11,1
COc1cc(/C=N/NC(=O)c2cc(-c3cccn3C)n[nH]2)cc(OC)c1OC,-5,x,3,11,-0.6,-30,30,0,4,x
CCn1nc(C)c(NS(=O)(=O)c2ccc(C)cc2)c1C,2,-5,-4,-1,-1.1,8,-8,4,-12,-7
O=S1(=O)CCN(Cc2cccc(C(F)(F)F)c2)CC1,9,0,1,-1,-3.1,0,0,6,-21,3

(next part)
molecule,RTF Ca sens act,Wnt act,dFosB act,Rtt109 HAT inh,CDK5 inh,SR-BI uptake up,SR-BI DiI inh,HTR5A ag,PvdQ acylase,MITF TRPM1 HTS
CCN(CC(=O)NCc1ccccc1Cl)CC(=O)Nc1c(F)cccc1F,2,0,-7,7,0.5,x,x,6,-8,-5
COc1ccc(S(=O)(=O)n2nc(C)cc2C)cc1OC,-1,-1,2,1,0.5,1,-1,-3,-18,x
COc1ccc(C(=O)CSc2cc(C)nc3nc(C)nn23)cc1OC,-5,x,16,-8,-0.2,-53,53,-2,0,-18
CCOC(=O)c1c(C)nc2sc(C(=O)Nc3ccc(C(C)=O)cc3)c(N)c2c1-c1ccc(OC)cc1,-4,x,19*,-6,0.4,-9,9,-2,4,-3
Nc1nc(CSCc2ccccc2)nc(N2CCOCC2)n1,6,5,1,2,0.6,0,0,4,-4,24
COc1ccc(Cn2cc(CN3CCS(=O)(=O)N(Cc4ccc(-c5cccc(Cl)c5)cc4)C(C)C3=O)nn2)cc1 (configuration not stated),-8,-1,-7,11,0.7,-35,35,10,6,1
O=C(NCCCNC(=O)c1ccccn1)c1cccc(F)c1,0,-1,-3,17,-0.1,-4,4,2,12,-2
CCOc1ccc(Oc2ccc(S(=O)(=O)N3CCOCC3)cc2NC(=O)C2=COCCO2)cc1,-7,-5,-20,20,-0.9,12,-12,8,1,-6
COc1ccc(CN2CN(C(C)C)CSC2=S)cc1,4,x,1,-4,1.6,4,-4,-1,0,1
O=C(O)c1cc(S(=O)(=O)NC(CO)C(O)c2ccc([N+](=O)[O-])cc2)ccc1Br (configuration not stated),-6,-2,0,-1,0.0,23,-23,-4,-14,x
O=C1CSC(=S)N1/N=C/c1cccnc1,-2,41*,-6,34,0.3,21,-21,2,21,x

Screening results deposited in PubChem by several laboratories.
